B2AR arrestin – beta2AR (human) beta-arrestin recruitment activity. P07550. beta-arrestin recruitment to beta2AR, cell-based reporter. Potency, µM (highest dose often 46.1 µM), for inactives: top-dose activation, usual class: activators. 0.02% of 330,000 active;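 further: potency means the concentration at half of the fitted maximal effect; 0% = DMSO controls and full agonism = EC100 isoproterenol or metaproterenol; nearly all actives have a fitted effect of over 65% in size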
Target sequence (P07550 whole entry, looked up): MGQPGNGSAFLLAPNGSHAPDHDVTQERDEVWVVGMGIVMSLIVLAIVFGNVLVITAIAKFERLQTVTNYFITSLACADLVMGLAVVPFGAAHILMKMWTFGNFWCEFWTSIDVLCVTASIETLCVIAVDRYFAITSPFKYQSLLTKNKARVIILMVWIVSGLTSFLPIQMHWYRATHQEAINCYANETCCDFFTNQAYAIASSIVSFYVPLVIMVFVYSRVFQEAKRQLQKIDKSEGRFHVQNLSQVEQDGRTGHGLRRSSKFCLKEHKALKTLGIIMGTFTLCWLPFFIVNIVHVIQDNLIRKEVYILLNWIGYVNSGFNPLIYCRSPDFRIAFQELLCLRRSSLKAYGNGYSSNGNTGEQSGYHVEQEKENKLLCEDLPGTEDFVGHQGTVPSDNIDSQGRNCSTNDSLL
Tb PFK block – blocks T. brucei phosphofructokinase | O15648 | T. brucei PFK, ADP-Glo luminescence | Potency, µM (titrated, usually from 57.5 µM), inactives show top-dose activity, negative = inhibition, actives largely listed as inhibitors | 0.17% of 330,000 active;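 further: potency means the concentration at half of the fitted maximal effect; 0% = uninhibited 1x PFK enzyme wells and -100% = no-enzyme wells; nearly all actives have a fitted effect of over 60% in size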
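In TEA buffer at pH 8.0 with 5 mM MgCl2, enzyme (1.25 nM) converted F6P (0.5 mM) and ATP (0.1 mM) for 45 min at room temperature. ADP product was read by luciferase luminescence.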
Menin MLL FP TR – inhibitors of human menin-MLL interaction, mutant MLL peptide; Menin + Texas Red MLL mutant peptide, fluorescence polarization; AID 1768; 0.23% of 270,000 active; O00255; Potency, µM (titrated, usually from 61.6 µM), inactives show at the top dose FP activity change, negative = inhibition, most hits filed as inhibitors; active means well fitted inhibition curve with a large enough effect in the polarisation, with a control signal flat, not every such curve was filed as active; inconclusive means small, poorly fitted or top-dose-only effect, or effect the other way, or a change in a side signal; inactive means no such curve, though single readings can be large or run the other way; the % refers to the polarisation; further: potency means the concentration at half of the fitted maximal effect; % of control where 0% means no effect; many of its hits are not listed in these tables
ASM inhibitor – blocks human secretory acid sphingomyelinase. AID 504937. placental ASM, HMU-PC fluorogenic substrate, 60 min. P17405. 0.006% of 340,000 active. Potency, µM (doses to about 57.5 µM), inactives show at the highest dose activity change, negative = inhibition, hits mostly inhibitors; further: potency means the concentration at half of the fitted maximal effect
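Steps: dispense placental human ASM, pin compound, wait 10 min at room temperature, add HMU-PC0 substrate at 9 uM final, incubate 60 min at 37 °C, add stop solution raising pH to 10, read fluorescence.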
GALK inhibitor – inhibitors of human galactokinase; P51570; Purified GALK, Kinase-Glo residual ATP luminescence; Potency, µM (highest dose often 57.5 µM), inactives show at the highest dose activity change, negative = inhibition, actives largely listed as inhibitors; 0.007% of 270,000 active; further: potency means the concentration at half of the fitted maximal effect; on the % scale 0 is the no-effect control and ±100 the full control effect
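The enzyme phosphorylates galactose (100 uM) using ATP (35 uM); inhibition is detected as higher residual ATP, quantified by bioluminescence after 1 h reaction at room temperature, pH 8.0.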
BCR signal inh – inhibitors of chronic active B-cell receptor signaling. ABC-DLBCL IkBa-CBG/CBR reporter, luminescence ratio, 4 h. Potency, µM (series often up to 46.1 µM), for the others: top-dose ratio change, negative = lower green/red ratio, hits mostly inhibitors. 0.05% of 340,000 active. AID 493014; active means well fitted inhibition curve with a large enough effect in the signal ratio, with a control signal flat, not every such curve was filed as active; inconclusive means small, poorly fitted or top-dose-only effect, or effect the other way, or a change in a side signal; the % refers to the signal ratio;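 further: potency means the concentration at half of the fitted maximal effect; plate controls were basal doxycycline-induced cells for no effect and cells given 10 µM MG132 for full effect; MG132 reads +100%, hits lower the ratio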
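Compounds up to 46 uM were incubated four hours with TMD8 cells whose green CBG68 luciferase is fused to IkappaBalpha; red CBR luminescence normalised the signal, and concentration-effect curves were fitted to fusion, red and ratio data.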
PKM2 act – activators of human pyruvate kinase M2 | 0.34% of 260,000 active | purified PKM2, Kinase-Glo ATP luminescence, activation; response scale: 0% is enzyme alone, no compound | Potency, µM (series often up to 57.5 µM), for inactives: top-dose activation, most hits filed as activators; further: potency means the concentration at half of the fitted maximal effect; on the % scale 0 is the no-effect control and ±100 the full control effect; nearly all actives have a fitted effect of over 55% in size
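Kinase-Glo luminescence reports ATP generated from ADP (0.1 mM) and PEP (0.5 mM) by purified hPK-M2 after 1 h at room temperature, pH 7.2 imidazole buffer; intermediate enzyme activity allows detecting inhibitors and activators.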
Giardia killer – Giardia lamblia killing; Giardia lamblia trophozoite viability; activity change, % at 7.66 µM, hits read low; 0.15% of 340,000 active; in the data active means activity change below about -80%; inconclusive means between about -30% and that limit;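 further: parasites exposed to compound for two days anaerobically before the ATP read; on the % scale 0 is the no-effect control and ±100 the full control effect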
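Trophozoites 100 cells/well + cpd; 48 hrs, 37 deg C, anaerobic. ATPLite 1-Step added, 15-30 min RT, luminescence read (ATP-based viability).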
PTAP TSG101 blk – blocks PTAP/TSG101 interaction to inhibit HIV-1 budding. Potency, µM (highest dose often 115 µM), inactives show at the highest dose activity change, negative = inhibition, actives largely listed as inhibitors. 340,000 tested, under 10 active. Fluorescence polarization, FITC-PTAP peptide / Tsg101 binding. Q99816; active means well fitted inhibition curve with a large enough effect in the main read-out, with a control signal flat, not every such curve was filed as active; inconclusive means small, poorly fitted or top-dose-only effect, or effect the other way, or a change in a side signal; inactive means no such curve, though single readings can be large or run the other way; further: potency means the concentration at half of the fitted maximal effect; % of control where 0% means no effect
Target sequence (Q99816 whole entry, looked up): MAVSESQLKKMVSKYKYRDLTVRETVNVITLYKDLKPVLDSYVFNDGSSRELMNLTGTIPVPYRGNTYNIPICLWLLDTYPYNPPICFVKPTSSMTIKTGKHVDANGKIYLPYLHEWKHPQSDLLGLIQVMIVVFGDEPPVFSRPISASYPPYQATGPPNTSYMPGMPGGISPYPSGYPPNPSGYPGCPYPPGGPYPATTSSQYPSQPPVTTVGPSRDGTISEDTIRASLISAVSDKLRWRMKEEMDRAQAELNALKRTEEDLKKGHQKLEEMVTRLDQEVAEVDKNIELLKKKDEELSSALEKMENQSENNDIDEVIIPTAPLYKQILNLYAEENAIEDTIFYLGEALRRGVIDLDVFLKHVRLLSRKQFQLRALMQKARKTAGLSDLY
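FP read-out: FITC-PTAP peptide, 50 nM final, binding Tsg101 binding domain, 10 uM final; 20 min, r.t.; 10 mM HEPES pH 7.5, 0.15 M NaCl, 0.01% Tween 20, 3 mM EDTA, 0.1 mM TCEP.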
FBPA coupling cs – counter-screen for Giardia aldolase inhibitors: coupling enzyme system; coupling enzyme system counterscreen, AmpLite Red fluorescence; activity change, negative = inhibition, % at 58.2 µM, hits read low; 0.67% of 290,000 active; AID 2472; in the data active means activity change below about -30%; further: on the % scale 0 is the no-effect control and ±100 the full control effect
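Activity here indicates interference with the coupling reaction, not aldolase inhibition. Compounds at 57.5 uM final met coupling enzymes for 10 min at RT; substrate and AmpLite Red detection followed, with a 525/598 nm fluorescence read after 20 min.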
a7 integrin act – integrin-mediated muscular dystrophy alleviation activation; alpha7betagal myoblasts, beta-gal FDG fluorescence, 48 h; 0.064% of 350,000 active; Potency, µM (top dose mostly 38.3 µM), without a hit: at the top dose activation, actives largely listed as activators;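 further: potency means the concentration at half of the fitted maximal effect; 100% = response of the positive control SU9516; nearly all actives have a fitted effect of over 60% in size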
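alpha7betagal+/- myoblasts (passage 13, 250/well) treated 48 h at 37C with compounds at 1:260 dilution of DMSO stock. Lysed, then beta-galactosidase activity read as FDG fluorescence (ex 480/em 540) after 30 min, with pre-read for autofluorescence.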
* hit, by the source's call; ? = inconclusive; · = no result given; ! = not active in a repeat; [ ] = dose if it differs, or a comment. Unless noted, the call rests on the fitted dose curve; in most records, active means well fitted curve in the direction sought with a large enough effect; inconclusive means small, poorly fitted or top-dose-only effect, or another doubt; inactive means no such curve, though single readings can be large; an effect the other way counts as inactive or inconclusive. The list is partial (hit frequency here may not be typical).

Molecule	B2AR arrestin	Tb PFK block	Menin MLL FP TR	ASM inhibitor	GALK inhibitor	BCR signal inh	PKM2 act	Giardia killer	PTAP TSG101 blk	FBPA coupling cs	a7 integrin act
CSc1nsc(SC)c1NC(=O)OCC1CCCO1 (centres undefined)	-0.1%	-7%	3%	0%	-1%	2%	0%	-10	-5%	3	26%
COc1ccc(C(=O)CN(C(=O)c2ccc(Cl)cc2)N2C(=O)c3ccccc3C2=O)cc1	-0.1%	-2%	-11%	-2%	-2%	1%	0%	-6	0%	-1	23%
CCCNC(=O)OCc1cccnc1Sc1ccc(C)cc1	0.0%	-2%	-6%	0%	10%	-15%	·	-18	0%	1	9%
CCOC(=O)Nc1ccc2c(c1)N(C(=O)N(C)C)c1ccccc1CC2	-0.7%	-10%	-26%	1%	0%	-4%	-3%	9	0%	4	23%
CC(C)(C)C(=O)NC1CC2CCCC(C1)N2C(=O)Nc1cccc(Cl)c1 (centres undefined)	-0.2%	1%	-4%	0%	-2%	?	-15%[11.5 µM]	4	-5%	3	-27%
Cc1ccc(NS(=O)(=O)N2CCOCC2)cc1Cl	-0.8%	-3%	7%	-1%	0%	?	-1%	-10	-5%	3	4%
CC(C)COC(=O)NCC12C=CC(O1)C1C(=O)N(c3ccc(Cl)cc3)C(=O)C12 (centres undefined)	-0.3%	-9%	20%	1%	0%	3%	?	6	-6%	-5	-37%
CCOc1ccc2nc3c(cc2c1)CN(CCOC)C(=NC)S3	-1.1%	-3%	3%	1%	0%	-2%	-2%	-4	-4%	-1	3%
Cn1c(NC(=O)C[n+]2cc(-c3ccc(F)cc3)n3c2CCC3)cc(=O)n(C)c1=O	-0.6%	0%	-16%	-5%	1%	5%	-4%	9	-3%	6	-2%
O=C(NCCCn1ccnc1)c1cccc(S(=O)(=O)Nc2ccc(F)cc2)c1	3.4%	-4%	·	2%	·	2%	·	5	-1%	·	4%
CCC(Sc1nc(-c2ccccc2)c(C#N)c(=O)[nH]1)C(=O)Nc1cc(C)on1 (centres undefined)	-0.2%	2%	?	6%	-4%	18%	5%	6	-9%	10	30%
CC(C)c1nc2oc3ccccc3c(=O)c2c(=O)n1-c1ccccc1	-1.1%	-3%	0%	0%	3%	?	-5%	2	-10%	0	-15%
CSCCC(NC(N)=O)C(=O)N(C)CC(=O)Nc1cc(C)ccc1C (centres undefined)	0.1%	-4%	6%	3%	1%	-9%	-6%	-4	-3%	-1	33%
COC(=O)CCCC1=CC2=CC(=O)C(C)(OC(=O)c3cccs3)C(=O)C2=CN1CCCCO (centres undefined)	-0.4%	6%	-10%[11.7 µM]	10%	-2%	0%	-3%[11.5 µM]	-7	-4%	-41*!	13%
Brc1cccc(/C=N/Nc2nn[nH]n2)c1	0.3%	22%	17%	0%	0%	2%	-8%	25	1%	0	1%

Single records, as listed above.
CC(C)COC(=O)NCC12C=CC(O1)C1C(=O)N(c3ccc(Cl)cc3)C(=O)C12 (centres undefined) is entered as B2AR arrestin: -0.3%; Tb PFK block: -9%; Menin MLL FP TR: 20%; ASM inhibitor: 1%; GALK inhibitor: 0%; BCR signal inh: 3%; PKM2 act: ?; Giardia killer: 6; PTAP TSG101 blk: -6%; FBPA coupling cs: -5; a7 integrin act: -37%
COC(=O)CCCC1=CC2=CC(=O)C(C)(OC(=O)c3cccs3)C(=O)C2=CN1CCCCO (centres undefined) is entered as B2AR arrestin: -0.4%; Tb PFK block: 6%; Menin MLL FP TR: -10%[11.7 µM]; ASM inhibitor: 10%; GALK inhibitor: -2%; BCR signal inh: 0%; PKM2 act: -3%[11.5 µM]; Giardia killer: -7; PTAP TSG101 blk: -4%; FBPA coupling cs: -41*!; a7 integrin act: 13%

Next records follow:
Molecule	B2AR arrestin	Tb PFK block	Menin MLL FP TR	ASM inhibitor	GALK inhibitor	BCR signal inh	PKM2 act	Giardia killer	PTAP TSG101 blk	FBPA coupling cs	a7 integrin act
O=C(c1ccc(F)cc1)n1c(NCc2ccccc2)n[nH]c1=S	-0.4%	0%	0%	1%	-1%	2%	-1%	1	-1%	-5	?
CCOc1ccccc1/C=N/n1c(C)nc2ccccc2c1=O	0.1%	-3%	?	-3%	-2%	0%	·	13	-3%	-1	1%
O=C(NC(=S)Nc1ccccc1OC(F)F)c1ccc2c(c1)OCO2	-0.2%	3%	·	-1%	·	-2%	·	-22	-4%	·	0%
CN1CCC(=NNC(=O)CN(c2ccc([N+](=O)[O-])cc2)S(=O)(=O)c2ccccc2)CC1	-0.3%	3%	-16%	4%	1%	?	·	-20	-4%	-1	-8%
Cc1ccc(-n2nnnc2SCc2nc3sc(C)c(C)c3c(=O)[nH]2)cc1	-0.9%	2%	-17%	-1%	2%	0%	-7%	10	15%	1	-22%
O=C(Nc1ccc(Cl)cc1)N1CCN(c2ncccn2)CC1	0.2%	-5%	0%	3%	4%	?	-5%	-14	-2%	2	14%
Cc1ccc(-n2c([C@@H]3C[C@H]3c3ccccc3)n[nH]c2=S)cc1	-0.2%	0%	3%	-1%	·	?	4%	6	0%	3	2%
CC(Oc1ccc(Cl)cc1Cl)C(=O)/C=C/N(C)C (centres undefined)	0.2%	-8%	8%	1%	-2%	?	0%	-9	-4%	1	19%
N#Cc1c(NC(=O)COC(=O)c2ccc(O)cc2O)sc2c1CCC2	0.1%	-5%	·	4%	·	3%	·	-19	-1%	·	?
NC(=O)c1nn(-c2cccc(Cl)c2)c(=O)cc1O	-1.1%	4%	-21%	2%	-2%	?	8%	-12	0%	1	10%
COc1ccc(C(CNC(=O)C2COc3ccccc3O2)N2CCCC2)cc1 (centres undefined)	0.9%	1%	·	1%	·	0%	·	-3	-2%	·	-1%
COC(=O)C1C2C=CC3(CN(CCc4ccccc4)C(=O)C13)O2 (centres undefined)	0.0%	1%	-8%	4%	0%	9%	-2%	3	-2%	0	22%
O=C(Nc1ccc2ccccc2c1)N1CCN(c2ncccc2C(F)(F)F)CC1	-0.6%	1%	-10%	-4%	0%	?	7%	4	-2%	-50*	6%
O=C(COC(=O)C1=COCCO1)Nc1cc(S(=O)(=O)N2CCCCC2)ccc1Cl	0.0%	1%	-2%	-1%	14%	?	7%	5	-1%	1	10%
CCN(Cc1ccccc1)C(=O)COC(=O)[C@@H]1CCCN1C(=O)c1cccs1	0.4%	-4%	·	2%	·	?	·	-27	-3%	·	1%

Exported with each value named: 2 of the compounds above.
Molecule: Cn1c(NC(=O)C[n+]2cc(-c3ccc(F)cc3)n3c2CCC3)cc(=O)n(C)c1=O
  B2AR arrestin = -0.6%
  Tb PFK block = 0%
  Menin MLL FP TR = -16%
  ASM inhibitor = -5%
  GALK inhibitor = 1%
  BCR signal inh = 5%
  PKM2 act = -4%
  Giardia killer = 9
  PTAP TSG101 blk = -3%
  FBPA coupling cs = 6
  a7 integrin act = -2%

Molecule: O=C(NCCCn1ccnc1)c1cccc(S(=O)(=O)Nc2ccc(F)cc2)c1
  B2AR arrestin = 3.4%
  Tb PFK block = -4%
  Menin MLL FP TR = ·
  ASM inhibitor = 2%
  GALK inhibitor = ·
  BCR signal inh = 2%
  PKM2 act = ·
  Giardia killer = 5
  PTAP TSG101 blk = -1%
  FBPA coupling cs = ·
  a7 integrin act = 4%

The results go on:
Molecule	B2AR arrestin	Tb PFK block	Menin MLL FP TR	ASM inhibitor	GALK inhibitor	BCR signal inh	PKM2 act	Giardia killer	PTAP TSG101 blk	FBPA coupling cs	a7 integrin act
Cc1ccc(CNC(=O)C(=O)NCC2CCCO2)cc1 (centres undefined)	-0.3%	0%	-6%	2%	-1%	7%	-1%	35[activator]	-4%	1	8%
O=C(OCCOCCN=C1NS(=O)(=O)c2ccccc21)c1ccccc1	-0.2%	-1%	1%	-1%	6%	1%	-6%	3	-3%	2	16%
O=C(OCc1cc2ccccc2[nH]c1=O)C1CCCO1 (centres undefined)	-0.6%	-2%	1%	1%	0%	1%	0%	8	-4%	1	5%
O=C(NCc1ccncc1)C(=O)Nc1nc2ccccc2s1	-0.7%	7%	14%	1%	1%	?	1%	-11	-9%	4	19%
COc1ccc(CN2CCNC(=O)C2CC(=O)NCCc2nc(C)c(C)s2)cc1C (centres undefined)	-0.1%	0%	-29%	5%	2%	?	·	-15	-3%	-6	-9%
CC(NC(=O)COC(=O)c1cc2ccccc2cc1O)c1ccccc1 (centres undefined)	0.5%	-7%	·	7%	·	-2%	·	14	0%	·	8%
